# From PubChem
# HP1b binding inh: inhibitors of HP1-beta chromodomain binding to methylated histone tails; AlphaScreen HP1-beta / biotin-H3K9me3 peptide binding; Potency, µM (top dose mostly 114 µM), inactives show at the top dose activity change, negative = inhibition, most hits filed as inhibitors; actives 0.56% (n = 390,000); AID 540317; note: potency is the fitted concentration of half-maximal effect; nearly all actives have a fitted effect of over 70% in size; inactives centre near 23
#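 HP1-beta protein (50 nM final) preincubated 30 min at room temperature with biotinylated H3(1-18)K9me3 peptide (50 nM) in PBS pH 7.4, 0.01% Tween-20, then compound added for 30 min. AlphaScreen streptavidin donor/nickel chelate acceptor beads (10 ug/mL final), 30 min dark, luminescence read.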
# rTrxR1 inhibitor: rat TrxR1 inhibition. AID 588453. actives 1% (n = 390,000). Potency, µM (highest dose often 114 µM), without a hit: top-dose activity change, negative = inhibition, most hits filed as inhibitors. recombinant rTrxR1, NADPH fluorescence consumption, selenite substrate. O89049; note: potency is the fitted concentration of half-maximal effect; % is set by controls: 0 for no effect and ±100 for the full control effect; nearly all actives have a fitted effect of over 65% in size
#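 Rat TrxR1 (90 nM in the dispensed reagent) was pre-reduced with 400 uM NADPH for 5 min at room temperature, then incubated with compound for 15 min. After 400 uM selenite was added, NADPH fluorescence (Ex 340/Em 450 nm) was followed for 8 min.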
# TrxR1 substrate: substrates of rat thioredoxin reductase 1 | O89049 | purified TrxR1 substrate turnover, NADPH consumption readout | Potency, µM (series often up to 114 µM), for inactives: at the highest dose activity change, negative = substrate turnover | actives 0.01% (n = 390,000) | AID 588456; note: potency is the fitted concentration of half-maximal effect; % is set by controls: 0 for no effect and ±100 for the full control effect; nearly all actives have a fitted effect of over 50% in size
#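 Rat TrxR1, dispensed at 90 nM, was prereduced with 400 uM NADPH (final) for 5 min at ~22 deg C, then incubated with compound 15 min before 400 uM selenite. A first-read NADPH fluorescence drop versus no-compound background flagged substrates.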
# Pin1 inh: blocks the human prolyl isomerase Pin1; Q13526; Pin1 FP peptide displacement, HiFluor488, 10 min; Potency, µM (titrated, usually from 115 µM), for the others: at the highest dose activity, negative = inhibition, hits mostly inhibitors; actives 0.009% (n = 390,000); active = well fitted inhibition curve with a large enough effect in the polarisation, with a control signal flat, not every such curve was filed as active; inconclusive = small, poorly fitted or top-dose-only effect, or effect the other way, or a change in a side signal; inactive = no such curve, though single readings can be large or run the other way; the % refers to the polarisation; note: potency is the fitted concentration of half-maximal effect; % is set by controls: 0 for no effect and ±100 for the full control effect
# Target sequence (Q13526 whole entry, looked up): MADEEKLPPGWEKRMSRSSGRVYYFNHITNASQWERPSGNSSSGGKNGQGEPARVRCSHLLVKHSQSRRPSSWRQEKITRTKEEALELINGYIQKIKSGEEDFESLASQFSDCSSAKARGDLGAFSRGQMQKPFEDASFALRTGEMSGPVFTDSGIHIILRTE
# GLS inh: blocks human kidney-isoform glutaminase activity | AID 624170 | GLS enzymatic activity, qHTS titration | actives 0.21% (n = 410,000) | Potency, µM (series often up to 45.5 µM), inactives show top-dose activity change, negative = inhibition, most hits filed as inhibitors; note: potency is the fitted concentration of half-maximal effect; % is set by controls: 0 for no effect and ±100 for the full control effect
#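 Enzyme dispensed in phosphate buffer (45 mM, pH 8.2, 0.02% Tween-20), compounds pinned in, then 1 mM L-glutamine solution and the glutamate oxidase–HRP–Amplex Red mix added; fluorescence read immediately and again after 30 min at room temperature.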
# USP1 inh: USP1/UAF1 (human) deubiquitinase inhibition | Potency, µM (highest dose often 57.1 µM), inactives show at the highest dose activity change, negative = inhibition, most hits filed as inhibitors | recombinant USP1/UAF1, Ub-Rhodamine cleavage fluorescence | actives 0.23% (n = 390,000); note: potency is the fitted concentration of half-maximal effect; % is set by controls: 0 for no effect and ±100 for the full control effect; nearly all actives have a fitted effect of over 60% in size; inactives centre near -12
# Target sequence (O94782 whole entry, looked up): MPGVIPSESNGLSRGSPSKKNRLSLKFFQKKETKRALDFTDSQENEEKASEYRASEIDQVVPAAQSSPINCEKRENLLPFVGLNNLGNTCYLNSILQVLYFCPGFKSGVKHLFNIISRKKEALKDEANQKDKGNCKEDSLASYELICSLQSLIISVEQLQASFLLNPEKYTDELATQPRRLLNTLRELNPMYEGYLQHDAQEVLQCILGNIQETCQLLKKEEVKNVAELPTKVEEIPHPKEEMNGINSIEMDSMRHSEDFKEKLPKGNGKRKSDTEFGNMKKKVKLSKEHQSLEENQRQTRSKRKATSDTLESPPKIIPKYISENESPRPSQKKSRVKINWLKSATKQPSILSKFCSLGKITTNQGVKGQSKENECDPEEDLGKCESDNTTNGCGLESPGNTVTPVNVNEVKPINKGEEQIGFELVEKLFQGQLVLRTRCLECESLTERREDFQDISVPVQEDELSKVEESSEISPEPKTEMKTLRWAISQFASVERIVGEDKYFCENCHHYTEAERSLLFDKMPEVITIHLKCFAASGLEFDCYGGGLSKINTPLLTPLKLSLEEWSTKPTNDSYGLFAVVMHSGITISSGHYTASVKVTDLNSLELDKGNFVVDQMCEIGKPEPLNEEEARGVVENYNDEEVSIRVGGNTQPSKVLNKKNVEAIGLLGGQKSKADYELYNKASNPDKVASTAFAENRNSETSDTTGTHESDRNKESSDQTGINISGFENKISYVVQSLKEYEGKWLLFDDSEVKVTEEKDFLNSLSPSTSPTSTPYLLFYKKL
#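 1 nM enzyme complex + cpd, 15 min RT; start with Ub-Rho 150nM final; kinetic fluorescence ex 480/em 540, 6 reads q60 s. Buffer 50mM HEPES pH 7.8, 0.5mM EDTA, 0.1 mg/ml BSA, 1mM TCEP, 0.01% Tween-20.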
# IDH1 R132H inh: blocks human mutant IDH1 R132H enzyme. Potency, µM (titrated, usually from 76.6 µM), for inactives: at the top dose activity change, negative = inhibition, most hits filed as inhibitors. O75874. actives 0.093% (n = 390,000). IDH1-R132H enzyme, NADPH consumption, diaphorase/resazurin fluorescence. AID 602179; note: potency is the fitted concentration of half-maximal effect; % is set by controls: 0 for no effect and ±100 for the full control effect; nearly all actives have a fitted effect of over 65% in size
#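 IDH1-R132H (0.5 ug/mL) preincubated 30 min with compound, then NADPH (0.016 mM) and alpha-KG (2 mM) added; 80 min at RT, pH 7.5. Remaining NADPH coupled via diaphorase/resazurin to fluorescence (540/590 nm); concentration-response curves normalized to no-enzyme control.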
# PI4K2A inh: blocks human PI4K2A kinase activity. Q9BTU6. purified PI4K2A, ADP-Glo luminescence, 1 h; active compounds read low. activity change, negative = inhibition, % at 76.9 µM. actives 0.13% (n = 420,000); in the data active = activity change below about -50%; inconclusive = mostly about -30% to -49%;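 note: -100% = wells without enzyme as full effect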
#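 In this quantitative HTS, ADP production by PI4K2A was quantified luminescently after 1 h at ambient temperature; 100 microM adenosine served as plate-quality control.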
# PGK inhibitor: T. brucei PGK inhibition | P07378 | PGK/GAPDH coupled, Kinase-Glo luminescence, 60 min | Potency, µM (top dose mostly 57.5 µM), without a hit: at the highest dose activity change, negative = inhibition, usual class: inhibitors | actives 0.043% (n = 380,000); note: potency is the fitted concentration of half-maximal effect; % is set by controls: 0 for no effect and ±100 for the full control effect; nearly all actives have a fitted effect of over 60% in size
#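 Recombinant glycosomal PGK reaction used 1,3-bisphosphoglycerate generated in-well by GAPDH (100nM final) in 100mM TEA pH 7.6, 5mM MgCl2, 0.01% Tween-20. After 60 minutes at room temperature, ATP was read by Kinase-Glo Plus luminescence end-point.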
# Active calls of the source: *; i = inactive; ? = inconclusive; nt = no result given; [ ] = remark or other dose. Unless noted, calls come from the whole dose curve; as a rule, active = well fitted curve in the direction sought with a large enough effect; inconclusive = small, poorly fitted or top-dose-only effect, or another doubt; inactive = no such curve, though single readings can be large; an effect the other way counts as inactive or inconclusive. Some of the compounds tested; the hit share may differ from the screen's.
SMILES,HP1b binding inh,rTrxR1 inhibitor,TrxR1 substrate,Pin1 inh,GLS inh,USP1 inh,IDH1 R132H inh,PI4K2A inh,PGK inhibitor
C[N+](C)(C)c1ccc(/C=N/Nc2nc(Cl)c(C#N)c(Cl)c2Cl)cc1,9.0%,70.8µM*,-13.1%,13.8%,0.8%,-21.9%,6.0%,-4.3,i
Cc1ccccc1Cn1cc(NC(=O)CSc2nc3c(c(C(F)(F)F)n2)CCc2ccccc2-3)cn1,3.0%,16.8%,2.1%,19.0%,2.9%,-4.8%,-0.6%,3.6,5.9%
COC(=O)c1ccc(Cn2c(SCC(=O)Nc3ccc(F)cc3)nc3ccccc32)cc1,22.7%,6.9%[57.1 µM],-0.6%[57.1 µM],-1.0%,-2.5%,-12.3%,13.5%,-0.8,9.6%
Cc1ccnc(S(=O)(=O)Cc2ccc([N+](=O)[O-])cc2)n1,78.7%[activator],?,2.5%,1.3%,-0.3%,-7.5%,10.8%,0.2,nt
CN(C)c1ccc(C(CNC(=O)c2ccco2)N2CCCC2)cc1 (configuration not stated),4.1%,-3.0%[57.1 µM],4.3%[57.1 µM],0.8%,29.5%,-11.4%,-11.2%,-2.9,3.2%
Cc1ccc(-n2nc(C)c3c(C(=O)NCc4ccc(F)cc4)cc(C)nc32)cc1,49.7%[activator],48.5%[activator],36.6%[activator],3.6%,-8.5%,?,-7.4%,-0.3,-7.9%
CSc1ccc(CN(C)C(=O)C(Cc2ccccc2)NC(=O)c2ccccc2)cc1 (configuration not stated),17.1%,8.4%,2.3%,-5.1%,3.7%,-2.4%,7.5%,2.0,6.0%
CCc1cc(=O)[nH]c(SC/C=C/c2ccccc2)n1,6.9%[57 µM],23.0%,5.1%,0.8%,-7.0%,-22.2%,-0.2%,5.6,-1.0%
NC(=S)N/N=C/c1ccccc1O,38.7%,-21.5%,-2.0%,4.3%,37.4%[activator],-12.4%,-2.2%,5.7,0.0%
CCn1c(Cc2ccccc2)nnc1SCC(=O)NC1CC1,65.5%[activator],6.9%,-1.7%,-6.3%,-2.4%,-9.7%,1.8%,-2.4,i
COCC1CCN(Cc2c(C(=O)N3CCc4ccccc4C3)nc3ccc(Cl)cn23)C1 (configuration not stated),25.2%,15.8µM*,5.1%,?,4.4%,-13.6%,1.6%,-10.7,2.1%
COC(=O)[C@]1(C)N[C@H](CN(C)S(=O)(=O)c2ccc(C(F)(F)F)cc2)[C@@H]2C(=O)N(C)C(=O)[C@@H]21,44.2%[activator],?,5.4%,-3.5%,-3.0%,-22.2%,11.9%,-3.2,-10.1%
CCCc1c(C(=O)O)cnn1-c1ccc(Cl)cc1,14.3%,0.4%,-2.6%,-3.8%,1.0%,-14.9%,-5.7%,-0.9,-0.7%
COc1ccc(OC)c(NC(=O)CS(=O)(=O)Cc2nc(-c3ccc(C)cc3)oc2C)c1,2.6%,11.6%,-4.8%,0.5%,-4.8%,-9.9%,0.0%,-1.6,i
NC(=O)c1ccc(NC(=O)COc2cccc3ccccc23)cc1,26.6%,33.5%,62.0%[activator],7.1%,-10.6%,-22.0%,0.0%,-0.1,-6.7%
Nc1ncnc(N2CCOCC2)c1N,43.8%[activator],16.8%,-4.0%,1.8%,-13.7%,-12.6%,7.0%,-25.6,-7.0%
COc1ccccc1NC=C1C(=O)OC(C)(C)OC1=O,12.7%,-1.7%,-10.7%,1.0%,21.2%,-5.6%,2.8%,0.1,-0.7%
O=C(CSc1nc2ccccc2o1)N1CCOCC1,41.2%[activator],16.6%,-4.9%,1.9%,1.8%,-23.5%,-10.0%,3.6,0.8%
CCN(c1ccc2c(c1)OCO2)S(=O)(=O)c1cc2c(cc1Br)CCN2C(=O)C1CC1,32.0%,-6.1%,-6.4%,-1.8%,0.6%,-17.8%,3.1%,2.4,-4.9%
CCOc1ccc(-c2cc3nc(C4CCN(C(=O)OC(C)(C)C)CC4)c(C(=O)Nc4ccc(C)cc4Cl)cn3n2)cc1,63.2%[activator],6.2%,40.2%[activator],?,0.9%,-14.9%,14.7%,-4.8,-4.9%
CCC(Sc1nc2ccccc2c(=O)[nH]1)C(=O)Nc1ccc(C(C)=O)cc1 (configuration not stated),22.6%,13.9%[57.1 µM],4.8%[57.1 µM],0.6%,7.4%,-5.3%,10.6%,-3.8,5.4%
CNC(=O)c1[nH]nc2c1CCc1cc(OC)ccc1-2,-0.4%,3.3%,-0.4%,1.0%,9.2%,-18.0%,1.2%,1.8,-4.7%
CCOC(=O)c1nn(-c2ccccc2F)c2nc(-c3ccco3)c(C#N)c(=O)n12,29.7%,-12.1%,-0.3%,9.2%,-14.9%,-14.5%,6.6%,4.8,-6.2%
O=C(O)COc1ccccc1O,10.3%,20.6%,-3.0%,-11.2%,2.0%,-6.1%,3.6%,3.4,-11.0%
Cc1ccccc1NC(=O)C1c2cccc[n+]2CC(=O)N1c1c(C)cccc1C (configuration not stated),?,-20.0%,2.9%,?,4.7%,-25.7%,-4.7%,9.3,-7.1%
Cn1c(CNC(=O)CCNC(=O)c2cccc(Br)c2)cc(=O)n(C)c1=O,17.0%,23.4%,1.6%,-2.2%,8.7%,-6.6%,-2.6%,-0.2,-3.9%
COc1ccc(NC(=O)C2CCCN(c3ncnc4c3nc3n4CCCCC3)C2)c(OC)c1 (configuration not stated),18.5%,14.1%,-0.4%,-2.1%,-0.2%,-3.4%,1.6%,-8.2,i
Cc1onc(-c2c(F)cccc2Cl)c1C(=O)c1ccc(F)cc1,44.5%[activator],7.2%[57.1 µM],-10.7%[57.1 µM],-7.5%,-1.9%,-9.0%,5.9%,0.1,-0.9%
Cc1ccc(S(=O)(=O)N2CCCCC2CCNC(=O)C(=O)NC2CCCC2)cc1 (configuration not stated),19.7%,12.6%,-3.1%,4.3%,-2.0%,-22.1%,6.8%,4.0,i
CCN(CC)CCCn1c2c(c(SCC(=O)Nc3cccc(C(C)=O)c3)nc1=O)CCC2,8.6%,-8.8%,-10.1%,0.0%,-1.1%,-0.8%,4.3%,6.1,-1.7%
COC(=O)c1ccccc1NC(=O)c1cnc(Nc2ccc(OC)cc2)c2ccccc12,36.6%[activator],14.1%,3.4%[2.29 µM],9.1%,7.5%,-19.4%,-1.5%,-8.0,-8.3%
O=C(C[C@H]1C/C=C\C[C@H](NC(=O)OCC2c3ccccc3-c3ccccc32)C(=O)OC[C@@H]2CCCN2C1=O)N[C@H](CO)Cc1ccccc1,32.2%,2.2%[57.1 µM],-7.5%,2.6%,-5.3%,-18.4%,-7.7%,-0.6,-2.4%
CC[C@@H](Nc1ncnc2c1oc1ccccc12)C(=O)O,25.6%,-23.6%,-14.6%,-4.4%,2.1%,-2.5%,-3.6%,12.2,-3.1%
CC[C@]12c3[nH]c4ccc(OC)cc4c3CCN1C(=O)C(CC(=O)NCCC1=CCCCC1)C[C@@H]2C(=O)N1CCN(C(=O)C2CC2)CC1 (some centres not stated),39.2%[activator],-0.9%,-3.1%,-8.3%,11.6%,-21.3%,-4.0%,-0.9,-6.4%
Cc1ccc(C)c(N2CCN(C(=O)CCc3nc(-c4ccccc4)no3)CC2)c1,102.2%[activator],8.2%,-3.3%,37.6%[activator],2.9%,?,8.2%,1.2,i
C/C(=N/NS(=O)(=O)c1ccc(F)cc1)c1ccc(NC(=O)c2ccc(C)o2)cc1,4.8%,7.8%[57.1 µM],-15.4%,8.4%,14.9%,-14.9%,1.0%,-8.0,-2.2%
CC(C)c1ccc2oc(=O)cc(CN3CCOCC3)c2c1,47.0%[activator],2.7%,-0.8%,-0.4%,2.5%,-21.9%,2.7%,-0.7,-4.0%
CN(Cc1ccco1)C(=O)C1CCCN(c2ncnc3c2nc2n3CCCCC2)C1 (configuration not stated),39.8%[activator],2.8%,-6.2%,-1.3%,6.0%,-3.6%,-1.0%,1.5,-3.5%
Cc1ccc(CC(=O)O/N=C(\N)c2cccc([N+](=O)[O-])c2)cc1,34.9%,38.6%[activator],5.1%,-0.7%,20.5%,-7.7%,-2.5%,-0.2,i
CN1CCN(C(=O)C2CCN(S(=O)(=O)c3cnc[nH]3)CC2)CC1,60.7%[activator],-1.1%,-3.2%,-4.3%,-7.5%,-12.4%,-0.3%,0.8,-8.5%
CS(=O)(=O)c1cccc(-c2nnc(NC(=O)C3=COCCO3)o2)c1,17.6%,-4.6%[57.1 µM],-1.6%[57.1 µM],-0.8%,9.6%,-15.4%,-0.9%,3.2,-0.2%
COc1ccc(Nc2ncc(C(=O)N3CCN(Cc4ccccc4)CC3)c3ccccc23)cc1,-10.1%,64.7%[activator],32.5%[activator],8.9%,6.1%,-11.9%,3.9%,-4.8,-5.5%
